Compound activity: PubChem, National Center for Advancing Translational Sciences (NCATS)
p53ts 39C kill = qHTS Screen for Compounds that Selectively Target Cancer Cells with p53 Mutations: Cytotoxicity of p53ts Cells at the Nonpermissive Temperature | H1299-p53A138V viability at 39C, ATP luminescence, 24 h | Potency, µM (titrated, usually from 46.1 µM), for inactives: at the highest dose activity change, negative = cell killing, usual class: cytotoxic | 130,000 compounds, 1.5% hits | AID 902, 2007; also: nearly all actives have a fitted effect of over 55% in size
p53ts 32C tox = qHTS Screen for Compounds that Selectively Target Cancer Cells with p53 Mutations: Cytotoxicity of p53ts Cells at the Permissive Temperature; H1299-p53A138V at 32C, ATP luminescence viability, 24 h; Potency, µM (doses to about 46.1 µM), inactives show at the top dose activity change, negative = cytotoxicity, hits mostly cytotoxic; 130,000 compounds, 0.93% hits;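 also: 0% = DMSO and -100% = full killing by reference compound; nearly all actives have a fitted effect of over 55% in size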
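Cells: H1299 p53ts (A138V), 600/well, pre-incubated 16–30 h at 37C. Cpd up to 46 uM, 24 h, 32C. Readout: ATPlite luminescence, 20 min RT. Normalization: DMSO vs tamoxifen 100 uM. AC50 by Hill equation.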
IkB signaling = IkB Signaling; Potency, µM (highest dose often 57.1 µM), for the others: at the highest dose IkBa stabilization activation; ABC-DLBCL IkBa-CBG/CBR dual luciferase ratio, 4 h; response scale: scaled: untreated 0%, proteasome inhibitor 100%; 110,000 compounds, 0.04% hits; active = well fitted curve in the direction sought with a large enough effect in the signal ratio, not every such curve was filed as active; inconclusive = small, poorly fitted or top-dose-only effect, or a change in a side signal; the % refers to the signal ratio;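 also: the direction sought is a rising ratio; 0% = basal untreated cells and 100% = reference inhibitor full response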
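Curves were fitted separately to fusion (green), unfused (red) and ratio luminescence, then classed by r2, magnitude and activity. Cells: OCI-Ly3, 4 h compound plus doxycycline at 37C; 10 uM MG-132 defined full response.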
Peg3 imprint = qHTS Assay for Compounds that Induce Erasure of Genomic Imprints; mouse ES Peg3-LacZ reporter, beta-gal luminescence, 40 h; Potency, µM (top dose mostly 60.7 µM), for inactives: at the top dose activity change, positive = activation, most hits filed as activators; 110,000 compounds, 0.02% hits;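 also: 0% = negative control wells on the plate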
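Each well holds 300 Peg3LacZ-Neo (maternal) female ES cells incubated 40 h at 37C, 5% CO2. LacZ is measured by BetaGlo luminescence, with AC50 and maximum efficacy derived from dose-response curves.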
* = called active by the depositor; ? = inconclusive; . = no result given; [ ] = another dose, or the depositor's remark. Unless noted, calls follow the shape of the dose curve; as a rule, active = well fitted curve in the direction sought with a large enough effect; inconclusive = small, poorly fitted or top-dose-only effect, or another doubt; inactive = no such curve, though single readings can be large; an effect the other way counts as inactive or inconclusive. Unless noted, % is scaled to controls: 0 for no effect and ±100 for the full control effect; potency is read from the fitted curve at half-maximal effect.

Values run as follows: p53ts 39C kill	Peg3 imprint	IkB signaling	p53ts 32C tox
- COc1cc(C2C(C(=O)Nc3ccc(Cl)cc3)=C(C)Nc3nc(SC)nn32)cc(OC)c1OC (stereo unspecified)
  -18%	6%[10.9 µM]	-1.4%	4%
- COc1ccc(-n2c(SCCC#N)nnc2-c2cc(Cl)ccc2OC)cc1Cl
  -10%	-20%	8.1%	38%[activator]
- CCOc1cc(/C=N/O)cc(Br)c1OC
  2%	-4%	0.2%	5%
- C=CCn1c(=O)c2c(C)c(C)sc2n2c(Nc3ccc(OC)cc3)nnc12
  7%	-15%	-1.2%	-1%
- Clc1ccccc1OCCCCn1ccnc1
  -3%	-20%	1.7%	-9%
- CN(C)CC(C)(C)NS(=O)(=O)c1ccc(Cl)cc1
  -1%	-16%	0.5%	0%
- COc1ccc(N2CCN(C(=O)c3cc4c(=O)n(Cc5ccco5)ccc4nc3C)CC2)cc1
  1%	-12%[10.9 µM]	-0.1%	3%
- COCC(=O)NCc1nc2cccnc2n1Cc1ccc(F)cc1
  -8%	?	0.2%	4%
- COc1ccc(N2CCN(C(=O)c3cc4c(s3)-c3c(C)cccc3OC4)CC2)cc1
  2%	-8%[10.9 µM]	-0.3%	12%
- O=C(COc1ccc(Cl)cc1)Nc1ccc(Cl)cn1
  -5%	-19%	8.9%	-21%
- CCCCCCn1c(SCCCC)nc2c1c(=O)[nH]c(=O)n2C
  4%	1%	0.4%	4%
- Cc1ccc(-c2oc3ncnc(N)c3c2-c2ccc(C)cc2)cc1
  4%	13%	2.7%	6%
- COC(=O)N1CCC2(CCCN(c3ccccn3)C2)CC1
  4%	.	0.7%[11.4 µM]	2%
- CCC(C)OC(=O)n1ccc(C(=O)Nc2nccs2)n1 (stereo unspecified)
  -1%	-30%	0.0%	2%
- COc1ccc(OC)c(S(=O)(=O)N(C)CC(=O)Nc2ccc3c(c2)OCO3)c1
  9%	-10%	2.5%	0%
- COc1ccc(S(=O)(=O)c2c(Nc3ccc(C)cc3)sc(C(=O)c3ccc4c(c3)OCO4)c2N)cc1
  -15%	-9%[10.9 µM]	0.0%	-2%
- COc1cccc(-c2oc3ccccc3c(=O)c2O)c1
  ?	-58%[inhibitor]	-0.7%[11.4 µM]	-1%
- Cc1cccc(NC(=O)N(Cc2nc3ccccc3c(=O)[nH]2)C2CCCC2)c1
  -4%	-35%[inhibitor]	1.7%	-13%
- Cc1ccc(C)c2nc(N3CCCC3)c(C#N)cc12
  -15%	-11%	-0.1%	3%
- O=C(CNC(=O)c1ccc(Cl)cc1Cl)NCC(=O)Nc1ccccc1N1CCOCC1
  -12%	-15%	0.0%	-5%
- CC1=CCP(=O)(c2ccccc2)C1 (stereo unspecified)
  4%	-9%	2.0%	0%
- CCOC(=O)N1CCN(C(=O)CSCC(=O)N=c2sc3ccccc3n2C)CC1
  2%	-16%	1.4%	-2%
- O=C(NC(=S)Nc1ccccc1N1CCOCC1)c1ccco1
  -9%	.	.	-18%
- CC1CCN(C(=O)Cn2c(=O)n(CCCCCC(=O)NCc3ccccc3Cl)c(=O)c3sccc32)CC1
  -2%	-13%[10.9 µM]	2.9%	-4%
- CC1(C)CC(=O)C(C=NCCc2ccccn2)=C(O)C1
  0%	-12%	-1.1%	5%
- CCCCOC(=O)C1C2C=C[C@]3(CN(C(C)c4ccc(OC)cc4)C(=O)[C@H]13)O2 (stereo partly specified)
  23%	-8%	0.1%	4%
- O=S(=O)(c1ccccc1)N1CCC2(CCCN(c3cccc(-c4ccccc4)c3)C2)CC1
  -1%	.	1.9%[11.4 µM]	-2%
- CCCc1cc(=O)[nH]c(Nc2cccc(Cl)c2Cl)n1
  -7%	-9%[10.9 µM]	-4.7%	7%
- COC(=O)CSCc1nc2ccccc2[nH]c1=O
  -16%	-7%	-1.1%	?
- c1ccc(CCc2nc(-c3cccnc3)no2)cc1
  5%	-14%	3.8%	7%
- O=C(C(Cc1ccccc1)n1cccc1)N1CCCCC1 (stereo unspecified)
  1%	-7%	1.4%	-3%
- CCOC(=O)C1CCCN(S(=O)(=O)c2cc3c(cc2C)NC(=O)CO3)C1 (stereo unspecified)
  -22%	?	0.1%	-18%
- COCCn1c(=O)c(-c2cccc(C#N)c2)nc2cnc(N3CCN(C)CC3)nc21
  1%	?	2.7%[11.4 µM]	-2%
- Cc1nc2ncnn2c(C)c1CCC(=O)N1CCc2ccccc21
  0%	3%	-0.2%	5%
- CCCCSc1nc(CCC)cc(=O)[nH]1
  6%	-5%	-3.5%	-5%
- CCCCOC(=O)/C(C#N)=C/c1ccc(-c2cccc(C(F)(F)F)c2)o1
  -21%	-9%[10.9 µM]	2.0%	-3%
- O=C(O)[C@H](Cc1ccccc1)N1Cc2ccccc2C1=O
  7%	-7%	-0.6%	9%
- CC(C)c1ccc(O)c(NC(=O)c2cncc(Br)c2)c1
  -6%	-14%	0.5%	-4%
- O=C(CSc1nnc(-c2cccc(Cl)c2)o1)N1CCc2ccccc21
  -8%	2%[10.9 µM]	5.3%	4%
- O=C(Cn1cc(SCc2cccc(Cl)c2)c2ccccc21)N1CCCCCC1
  -8%	3%[10.9 µM]	?	-17%
- CCOC(=O)c1ccc(NC(=O)CC2C(=O)N(c3ccccc3)C(=O)N2Cc2ccc(C)cc2)cc1 (stereo unspecified)
  3%	-5%[10.9 µM]	?	14%
- COc1ccc2[nH]cc(CCNc3ccnc(-c4ccccc4C)n3)c2c1
  -7%	-19%	1.3%[11.4 µM]	8%
- CCN(CC)CCNC(=O)c1ccccc1C(=O)c1ncc[nH]1
  3%	-1%	-0.7%	-1%
- Cc1cc(S(=O)(=O)Nc2ccccc2C(=O)O)ccc1Cl
  1%	2%	0.9%	5%
- NC(=O)C1CCN(C(c2ccccc2F)c2nnnn2Cc2ccco2)CC1 (stereo unspecified)
  -3%	-8%	0.8%	6%
- CCOc1ccc(NC(=O)NCCCN2CCN(c3ccc(OC)cc3)CC2)cc1
  26%	-9%[10.9 µM]	-4.2%	8%
- Cc1ccc(N2CC(NC(=O)c3ccc(S(=O)(=O)N4CCCC4)cc3)CC2=O)cc1 (stereo unspecified)
  -2%	3%[10.9 µM]	2.6%	0%
- CS(=O)(=O)N(CC(=O)N1CCCCCC1)c1ccc2c(c1)OCCO2
  -5%	10%	0.7%	-5%
- Cc1ccc(NS(=O)(=O)c2ccc3c(c2)oc(=O)n3C)cc1F
  1%	-13%	3.1%	4%
- COc1ccc(C(=O)NCCC(C)C)cc1S(=O)(=O)N1CCOCC1
  1%	-4%	0.9%	4%

5 entries from above, arranged by SMILES length, lowest first.
Values run as follows: p53ts 39C kill	Peg3 imprint	IkB signaling	p53ts 32C tox
- Cc1cc(S(=O)(=O)Nc2ccccc2C(=O)O)ccc1Cl
  1%	2%	0.9%	5%
- CCN(CC)CCNC(=O)c1ccccc1C(=O)c1ncc[nH]1
  3%	-1%	-0.7%	-1%
- COc1ccc(C(=O)NCCC(C)C)cc1S(=O)(=O)N1CCOCC1
  1%	-4%	0.9%	4%
- CCOc1ccc(NC(=O)NCCCN2CCN(c3ccc(OC)cc3)CC2)cc1
  26%	-9%[10.9 µM]	-4.2%	8%
- CCOC(=O)c1ccc(NC(=O)CC2C(=O)N(c3ccccc3)C(=O)N2Cc2ccc(C)cc2)cc1 (stereo unspecified)
  3%	-5%[10.9 µM]	?	14%

Additional results:
Values run as follows: p53ts 39C kill	Peg3 imprint	IkB signaling	p53ts 32C tox
- Cc1oc(-c2cccs2)[n+]([O-])c1C
  6%	-7%	-0.7%	-1%
- Cc1ccccc1S(=O)Cc1ccc(C(=O)NCc2ccccc2Cl)o1 (stereo unspecified)
  15%	8%[10.9 µM]	1.7%	-1%
- O=C1CN2CCN(CC2)CC(=O)Nc2ccc(cc2)S(=O)(=O)c2ccc(cc2)NC(=O)CN2CCN(CC2)CC(=O)Nc2ccc(cc2)S(=O)(=O)c2ccc(cc2)N1
  9%[9.22 µM]	-5%[10.9 µM]	-0.1%[11.4 µM]	27%[9.22 µM]
- COC(=O)Cn1nc(-c2ccccc2)c2ccccc21
  -7%	-6%	-3.0%	4%
- Cc1ccc(-n2c(SCC(N)=O)nc3c(oc4ccccc43)c2=O)cc1
  -15%	-2%[10.9 µM]	1.4%	6%
- CC12C=CC3(CN(Cc4ccccc4)C(=O)C3C1C(=O)NCc1ccco1)O2 (stereo unspecified)
  -1%	3%	0.4%	24%
- O=c1c2cn[nH]c2[nH]c(=S)n1-c1ccccc1
  25%	.	.	-6%
- COc1ccc(-c2nc(SC)n(C(=O)c3ccco3)n2)cc1
  -27%	-63%[inhibitor]	2.6%	?
- Cc1cccc(OCc2nnc(SCC(=O)N3CCc4ccccc43)n2C)c1
  -11%	-1%	1.1%	-3%
- CN(Cc1ccco1)C(=O)C(Cc1ccccc1)NS(=O)(=O)c1ccc2c(c1)CCC(=O)N2 (stereo unspecified)
  -8%	-13%	3.9%	5%
- CC(=O)Nc1ccc(N2C(=O)CC(N3CC(C)OC(C)C3)C2=O)cc1 (stereo unspecified)
  2%	12%	1.0%	-11%
- Cc1csc(NC(=O)CSc2nnc(-c3ccco3)n2C)n1
  3%	4%	-0.7%	2%
- COc1ccc2c(Sc3ccc(C)cc3)c(C(=O)NC(C)c3ccccc3)[nH]c2c1 (stereo unspecified)
  -3%	-13%[10.9 µM]	0.4%	5%
- Cc1ccc(NC(=O)C2CCCN(c3nnc(-n4c(C)ccc4C)s3)C2)cc1Cl (stereo unspecified)
  -25%	9%[10.9 µM]	2.9%	-8%
- CC(=O)c1cc(-c2ccccc2)n(CCC(=O)Nc2cc(C)cc(C)c2)c1C
  2%	-10%[10.9 µM]	0.7%	24%
- CCn1cc2nc(SCc3ccc(F)cc3)n(Cc3ccc(Cl)cc3)c(=O)c2n1
  13µM*	-12%[10.9 µM]	?	-4%
- Cc1noc(C)c1COC(=O)c1ccc2c(c1)OCCO2
  -14%	-5%	0.2%	7%
- CCn1nc(C)c2c(-c3ccccc3)cc(=O)n(C(C)C(=O)NCCc3ccccc3)c21 (stereo unspecified)
  -9%	-5%[10.9 µM]	2.4%	2%
- CCCN(CCC)C(=O)CSc1nc2n[nH]c(C)c2c(=N)n1-c1ccc(OC)cc1
  -23%	-21%	?	-7%
- CCc1noc(-c2ccc(N3CCCCC3C)c([N+](=O)[O-])c2)n1 (stereo unspecified)
  -17%	-15%[10.9 µM]	-1.7%	?
- CCOC(=O)c1sc(NC(=O)CSc2ncccn2)c(C#N)c1C
  -1%	5%	0.3%	-15%
- CCSc1nnc(NC(=O)CSc2nnc(Cc3cccn3C)n2CCc2ccccc2)s1
  1%	-11%	0.6%	12%
- CC(C)OC(=O)CC(=O)c1sc2nc3c(cc2c1N)CN(C)CC3
  7%	.	-4.3%	-8%
- CCOc1ccc(-n2c(SC)nc3c(c2=O)SCC3)cc1
  11%	-5%	0.0%	-2%
- CCc1cc(C(=O)OC)c(NC(=O)CC2NCCNC2=O)s1 (stereo unspecified)
  8%	-1%	1.5%	-1%
- C=CCCCCCCC=C
  -5%	-4%	0.3%	7%[1.84 µM]
- COc1ccc(OC)c(NS(=O)(=O)Cc2ccccc2)c1
  7%	-19%	-3.3%	-7%
- Cc1cc(C)c2nc3c(c(C(=O)O)c2c1)CCC3
  4%	-5%	0.5%	0%
- COc1ccc(NS(=O)(=O)c2ccc(N)c(C(=O)O)c2)cc1
  1%	-7%	-0.2%	3%
- CN(CC(=O)N1CC=C(c2ccccc2)CC1)S(=O)(=O)c1cnc[nH]1
  -10%	-9%	0.4%	-3%
- CC(C(=O)OCn1nnc2ccccc2c1=O)N1C(=O)c2ccccc2C1=O (stereo unspecified)
  10%	-5%	-0.6%	-2%
- COc1cccc(N(CC(=O)NC(C)c2ccccc2)S(C)(=O)=O)c1 (stereo unspecified)
  11%	5%	1.4%	1%
- N#Cc1nc(-c2ccco2)oc1N1CCC(C(N)=O)CC1
  5%	1%	0.6%	1%
- Cc1cc(SCC(=O)NC(=O)NCc2ccco2)nc2c(C)cccc12
  12%	-27%	?	2%
